Assay outcomes deposited in PubChem BioAssay by several laboratories.
Tat export inh: E. coli Tat export inhibitors, primary screen, MC4100, TorA-mCherry reporter, fluorescence, single point | inhibition, % at 10 µM | 340,000 compounds, 0.036% hits | AID 488895, 2010;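 active = mean replicate inhibition at least 50% and at least half of replicates individually reaching 50%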;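 note: exported cargo escapes ClpAP degradation while cytoplasmic cargo is degraded and loses fluorescence; 0% = median of neutral control wells and 100% = median of NaSCN control wells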
phage Ecoli inh: growth loss of phage-infected E. coli, primary screen, RecBCD inhibitor project, absorbance, with phage, HTS | inhibition, % at 11.9 µM | 360,000 compounds, 0.26% hits | AID 651602, 2012; in the data active = inhibition above about 11%
Mot1-301 SUMO: yeast Mot1-301 growth rescue at high temperature, primary screen, SUMOylation pathway inhibitor project, S. cerevisiae, ATP luminescence, 38.5C | growth rescue, % at 18.8 µM | S. cerevisiae Mot1-301 growth rescue; percent above DMSO median, 100 means doubled | AID 2716, 2010 | 320,000 compounds, 1% hits;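 active = every valid replicate shows activation above 250% relative to neutral control wells; inactive = the rest, any valid replicate at or below 250%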;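 note: OY570 slx delta 5 strain wells were the positive control but not used for scaling; some compounds called inactive have numbers as strong as hits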
PKA-R1A act: activators of PKA-R1A holoenzyme, primary screen, biochemical, fluorescence polarization, Cy5-IP20, bovine R1A, mouse PKAc | cAMP-dependent protein kinase type I-alpha regulatory subunit (Bos taurus) + … | 340,000 compounds, 0.083% hits | activation, % at 11.4 µM | PKA-R1A dissociation; scaled: DMSO 0%, 113 µM cGMP 100% | AID 504707, 2011;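 active = percent activation above the mean of all tested compounds plus 3 SD, cut at about 19% in these data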;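 note: higher means more PKAc released from R1A so a rise in polarization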
Arrestin-AP2 inh: inhibitors of beta-arrestin/AP2 binding, primary screen, biochemical, GPCR trafficking, flow cytometry; beta-arrestin 1 C-terminal peptide binding to AP2 beta2-adaptin appendage (human); FITC-arrestin peptide / GST-AP2 beads; AP2 beta2 appendage carries R879A mutation; inhibition, % at 10 µM; 340,000 compounds, 0.31% hits; AID 504490, 2011;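 active = inhibition above a set limit, near 3 SD of compounds lacking own fluorescence, cut at about 54% in these data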;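 note: plate controls were DMSO wells for no effect and 5 µM unlabelled arrestin peptide for full effect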
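System: GST-tagged AP2 beta2-adaptin appendage (R879A) on 4 µm glutathione beads / Reagent: FITC-arrestin peptide, 50 nM / Detection: HyperCyt-sampled flow cytometry, FL1 channel, ex 488/em 535 nm / Timing: 12 min plus 1 h, RT / Buffer or medium: PBS plus Tween 20 (0.05%) and BSA (0.1%)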
Pemphigus Ab inh: inhibitors of pemphigus antibody binding to DSG3, primary screen, biochemical, bead-based, flow cytometry, scFv-GFP; DSG3-coupled beads, scFv-anti-DSG3-GFP binding; hits give low values; Desmoglein-3 (Homo sapiens), P32926; 310,000 compounds, 0.48% hits; binding (percent of control), % at 10 µM;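 active = binding more than 3 SD below its plate's average and above zero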;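 note: hits lower antibody fragment binding to DSG3; some compounds called inactive have numbers as strong as hits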
Target sequence (P32926 whole entry, looked up, the tested form may be a part): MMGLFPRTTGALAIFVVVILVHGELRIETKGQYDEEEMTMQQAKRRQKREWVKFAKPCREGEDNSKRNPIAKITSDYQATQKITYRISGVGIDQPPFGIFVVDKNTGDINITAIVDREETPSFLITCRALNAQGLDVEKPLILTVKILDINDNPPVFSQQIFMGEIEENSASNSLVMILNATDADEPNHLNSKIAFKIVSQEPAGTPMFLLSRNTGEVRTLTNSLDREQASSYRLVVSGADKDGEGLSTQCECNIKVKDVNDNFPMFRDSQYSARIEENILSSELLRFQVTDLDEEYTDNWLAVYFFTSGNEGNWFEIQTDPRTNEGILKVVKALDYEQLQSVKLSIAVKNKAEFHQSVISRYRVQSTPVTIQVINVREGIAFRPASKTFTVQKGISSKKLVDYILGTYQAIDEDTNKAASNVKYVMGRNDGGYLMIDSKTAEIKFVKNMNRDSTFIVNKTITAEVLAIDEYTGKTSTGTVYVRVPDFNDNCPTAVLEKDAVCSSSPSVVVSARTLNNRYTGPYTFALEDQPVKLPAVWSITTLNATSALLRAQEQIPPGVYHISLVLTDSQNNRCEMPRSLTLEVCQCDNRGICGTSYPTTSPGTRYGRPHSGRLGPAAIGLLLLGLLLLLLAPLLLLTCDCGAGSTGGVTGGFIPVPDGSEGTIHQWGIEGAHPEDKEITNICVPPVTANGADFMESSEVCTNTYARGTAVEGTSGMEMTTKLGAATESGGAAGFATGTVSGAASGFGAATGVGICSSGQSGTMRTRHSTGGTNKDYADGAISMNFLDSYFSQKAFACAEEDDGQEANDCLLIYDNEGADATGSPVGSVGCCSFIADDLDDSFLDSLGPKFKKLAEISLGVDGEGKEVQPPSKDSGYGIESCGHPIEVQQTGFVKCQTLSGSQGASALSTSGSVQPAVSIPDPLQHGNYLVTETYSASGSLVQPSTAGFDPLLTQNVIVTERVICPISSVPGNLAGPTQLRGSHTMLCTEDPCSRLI
MOR-DOR inv ag: inverse agonists of MOR-DOR heterodimerization, primary screen, cell-based, luminescence; Mu-type opioid receptor (Homo sapiens) + Delta-type opioid receptor (Homo sapiens), …; cell-based MOR-DOR heterodimer luminescence, inverse agonism; inhibition, % at 9.3 µM; 340,000 compounds, 0.21% hits; in the data active = inhibition above about 22%, passing the limit was not always enough;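 note: 0% = cells with DMSO and 100% = wells without cells with DMSO; values of inactives mirror those of a sister screen read the other way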
PfHsp90 set2: growth inhibition of PfHsp90-expressing yeast, primary screen, antimalarial PfHsp90 inhibitor project, S. cerevisiae, BacTiter-Glo luminescence, single point, set 2; BacTiter-Glo ATP, 48 h; yeast lacking PDR1 and PDR3 efflux regulators; inhibition, % at 9.4 µM; 310,000 compounds, 0.32% hits; AID 504621, 2011;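 active = every replicate shows inhibition above about 80%, whatever the replicate mean, limit read from the data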;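 note: 0% = DMSO neutral controls and 100% = 20 µM radicicol positive controls; yeast relying on Plasmodium falciparum Hsp90 in place of its own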
AddAB inh: growth inhibition of E. coli expressing H. pylori AddAB, primary screen, AddAB inhibitor project, absorbance; inhibition, % at 11.9 µM; 330,000 compounds, 0.29% hits; in the data active = inhibition above about 12%;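 note: 0% = vehicle wells of infected cells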
Ecoli viability: E. coli V3065 growth inhibition, primary screen, counter-screen for AddAB inhibitor project, absorbance, OD600 | 18 h | inhibition, % at 11.9 µM | 330,000 compounds, 0.27% hits;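 active = inhibition above the campaign's mean inhibition across all tested compounds plus 3 SD, cut at about 9.9% in these data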;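 note: uninfected addAB+ strain grown without phage in ampicillin broth; 0% = DMSO wells and 100% = ciprofloxacin 0.95 µg/ml wells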
MOR-DOR ag: agonists of OPRM1-OPRD1 heterodimerization, primary screen, cell-based, luminescence. cells. activation, % at 9.3 µM. 340,000 compounds, 0.3% hits; in the data active = activation above about 18%;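 note: 0% = vehicle-treated cells and 100% = reference agonist; values of inactives mirror those of a sister screen read the other way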
Starred values were filed as active, the others as inactive; / = no result given.

SMILES	Tat export inh	phage Ecoli inh	Mot1-301 SUMO	PKA-R1A act	Arrestin-AP2 inh	Pemphigus Ab inh	MOR-DOR inv ag	PfHsp90 set2	AddAB inh	Ecoli viability	MOR-DOR ag
Cc1ccc(/C=C/S(=O)(=O)NCCC(=O)NCc2ccc(F)cc2)cc1	-6	1.7	2	-11	3	74	-1	-5	0.8	-1.1	0.3
COc1ccc(CC(=O)NCc2ccccc2)cc1	8	3.7	-4	-9	-6	116	10	-16	2.5	-0.5	-2.0
CCN(CC)CC#CC(C)OCOCC#CCOC (stereo not drawn)	-1	-0.4	3	8	9	82	-8	6	2.0	0.4	1.3
CCC(C)NC(=O)Cn1cnc2sc(C)c(S(=O)(=O)N3CCCCC3)c2c1=O (stereo not drawn)	1	1.0	-12	3	-5	/	7	28	3.2	0.6	-1.1
FC(F)Sc1ccc(NC(=S)NC2CCCC2)cc1	0	6.9	-3	-7	4	102	17	-16	9.0	8.1	-3.6
Cc1cc(N2CCN(c3nc(-c4ccccc4)cs3)CC2)c2ccccc2n1	13	1.1	15	6	14	107	2	24	1.2	2.1	-0.4
CC(=O)NCc1nc2ccccc2n1C(C)C	-1	2.0	3	-1	-8	104	10	2	1.2	-0.1	-1.8
Cc1cc(C)c(C(=O)CSc2nc(C)cc(C)c2C(N)=O)c(C)c1	-2	-1.5	-12	-4	24	95	-1	-8	0.2	-2.3	0.1
CCc1nnc(NC(=O)CCC(=O)NC2CCCC2)s1	-5	1.5	-8	9	-1	104	8	7	2.9	0.8	-1.6
O=C(O)C1CC=CCC1C(=O)NCCc1ccccc1 (stereo not drawn)	0	2.3	207	-8	5	106	-1	15	1.4	1.1	0.2
CCOC(=O)CSc1nnc(-c2ccco2)n1C	-8	2.4	17	8	-1	106	7	13	1.1	-0.2	-1.3
Cc1cc(C)c(C)c(S(=O)(=O)N2CCC(C(=O)N3CC(C)CC(C)C3)CC2)c1C (stereo not drawn)	13	0.8	0	1	8	102	-9	8	3.9	-2.5	1.4
CN(C)c1ccc(C2C3=C(CCCC3=O)OC3=C2C(=O)CCC3)cc1	2	3.0	2	-3	19	105	-1	9	3.0	2.6	0.1
CCc1ccc(-c2ccc(C(=O)O)c(C)n2)cc1	-1	3.2	11	-12	6	104	-18	-24	2.1	-0.2	2.6
O=C(COc1ccc2c(c1)C(=O)CC1(CCCCC1)O2)NCc1ccccc1	2	2.6	/	-4	1	104	-4	-52	2.5	0.7	0.8
O=C(Cc1ccccc1)NCC(=O)N1CCc2ccccc2C1	-2	1.4	6	2	-17	102	16	9	-1.0	-2.3	-3.5
COc1ccc(-c2nc3ccccc3c(=O)n2NC(=S)N(C)C)cc1	2	0.6	72	0	5	113	4	7	0.8	-1.0	-0.8
COc1ccc(NC(=S)N(Cc2cccc(Br)c2)CC2CCC(C(=O)O)CC2)cc1 (stereo not drawn)	-12	6.7	-1	-2	39	97	-4	-1	3.1	-0.3	0.7
OCCC1CN(Cc2ccc(F)cc2)CCN1CCCc1ccccc1 (stereo not drawn)	-7	-2.6	12	-11	0	108	9	-3	/	/	-1.7
CCOC(=O)CCNC(=O)Nc1ccc2nc(C)n(Cc3ccccc3Cl)c(=O)c2c1	2	1.7	13	1	37	100	14	-3	-0.1	-2.7	-2.5
Cc1cccc(C(=O)NCCN2CCCC2)c1	0	3.3	19	-5	-4	107	2	/	1.6	0.5	-0.5
CCOc1ccccc1N1CCN(C(=O)CNC(=O)c2sc3ccccc3c2Cl)CC1	15	-2.0	4	3	-5	/	3	-5	-0.3	-2.0	-0.5
Cn1ncc(Cl)c1C(=O)N1CCc2ccccc21	12	-0.6	-7	1	9	102	3	/	-2.6	-3.1	-0.7
O=C1N/C(=N\N=C\c2cccs2)SC1Cc1cccc(Cl)c1Cl (stereo not drawn)	0	-2.5	11	-7	-2	96	6	-10	-3.3	-1.6	-1.2
COc1ccc(OC)c(CN2CCN(S(=O)(=O)c3ccc(NC(C)=O)cc3)CC2)c1	4	0.7	-10	6	25	102	-4	6	7.0	-0.5	0.8
Cc1ccc(N(Cc2ccccc2)C(=O)c2ccc(Cl)c(S(=O)(=O)N3CCOCC3)c2)cc1	8	1.8	-3	-4	-5	119	11	/	0.6	3.1	-1.7
CC(=O)Nc1ccc(S(=O)(=O)N2CCN(c3cnn(C)c(=O)c3Cl)CC2)cc1	-1	4.5	8	-5	7	191	1	-7	4.4	2.4	-0.2
Cc1cnc(C(=O)OCC(=O)Nc2ccc(Cl)cn2)cn1	-12	4.2	-15	5	29	101	9	-9	4.1	1.2	-1.4
COC(=O)N1C(=O)[C@](c2ccsc2)(C(C)C)N1C(=O)OC	-5	1.9	33	3	1	/	12	-19	2.4	0.3	-2.1
CC(NC(=O)CCc1nnc(-c2ccc(-c3ccccc3)cc2)o1)c1nc2ccccc2[nH]1 (stereo not drawn)	-1	3.6	452*	0	15	98	-8	-9	-2.6	-0.2	1.6
COC(=O)c1cc(S(=O)(=O)N(C)C2CCCCC2)oc1C	/	0.8	-7	/	-8	102	/	/	3.5	-1.3	/
O=C(CCc1c[nH]c2ccccc12)N1CCN(c2ccc(O)cc2)CC1	-2	5.0	11	5	-5	101	-10	-20	2.3	1.2	1.8
CCOc1ccc(C(=O)NCC(=O)Nc2cc(C)ccn2)cc1OCC	-9	5.3	-6	-6	7	107	11	-2	-2.0	-0.7	-3.0
O=C(c1ccco1)N1CCN(C2CC(=O)N(c3ccc4c(c3)OCO4)C2=O)CC1 (stereo not drawn)	5	3.3	7	-7	4	97	9	-2	-0.3	-1.5	-1.9
O=C(CCNC(=O)c1ccco1)NCc1ccc(F)cc1	-5	4.7	-16	-10	12	99	12	8	-0.2	0.8	-2.2
Nc1ccc(-n2ccnc2)cc1	0	-0.2	7	-2	14	98	18	1	1.7	-1.1	-3.5
O=C(COC(=O)c1ccc(F)c(S(=O)(=O)N2CCOCC2)c1)NCc1ccccc1	4	4.6	-1	1	-2	87	14	/	1.5	-1.2	-2.6
O=C(CSc1nc(O)cc(=O)n1C1CCCC1)Nc1cccc(Cl)c1Cl	-1	5.1	7	-3	1	104	-5	23	2.1	4.8	1.2
CCOc1ccc(-c2c(C(=O)N/N=C(\C)c3ccco3)nnn2-c2nonc2N)cc1	-7	0.7	4	-7	28	98	13	19	1.7	-0.6	-2.4
Cc1ccc(C(=O)N/C(=C/c2ccc(-c3cccc([N+](=O)[O-])c3)o2)C(=O)NCCCN(C)C)cc1	-5	2.8	27	-2	5	/	-20	5	-1.4	-2.9	4.3
COc1cccc(/C=N/c2nc3ccccc3n2C)c1O	-10	0.7	4	-15	-20	106	11	9	0.8	1.3	-2.3
N#CCCn1cc(C(=O)Nc2ccc(C(=O)O)cc2)c(-c2ccc([N+](=O)[O-])cc2)n1	-7	3.8	3	-24	12	101	11	3	-0.4	2.5	-2.4
O=C(CSc1nc(=O)n(Cc2ccccn2)c2c1CCC2)Nc1ccc(F)cc1F	-7	-0.2	-6	-15	-12	104	6	/	0.1	-1.3	-0.8
CCCCc1ncc(CN2CCC(n3nccc3NC(=O)C(OC)c3ccccc3)CC2)[nH]1 (stereo not drawn)	-5	2.3	-7	-1	-6	105	8	16	-0.9	0.2	-2.5
Cc1cc(F)ccc1S(=O)(=O)N1CCCCC1CCNC(=O)C(=O)NCc1ccccn1 (stereo not drawn)	-18	1.0	46	-1	-2	106	3	18	-1.4	-0.5	-0.6
COc1ccc(N(C)S(=O)(=O)c2ccc(Cl)c(C(=O)NCCc3ccc(Cl)cc3)c2)cc1	0	3.7	16	-14	-1	105	12	19	2.0	-0.8	-2.5
NC(=O)NC(=O)Nc1ccccc1Cl	8	4.9	170	9	-14	101	10	/	0.2	0.2	-1.6
NC(=O)C1CCN(C(=O)COc2ccc3c4c(c(=O)oc3c2)CCCC4)CC1	1	1.0	-13	-4	-4	/	13	-2	2.7	-1.2	-2.6
O=C(c1ccccc1F)N1CCN(Cc2ccccc2F)CC1	4	-0.5	19	8	-9	97	15	4	-2.0	-0.3	-2.5
Cc1cc(C)cc(N2Cc3ccccc3C2)c1	-6	2.2	-13	-9	3	101	9	4	1.6	1.7	-1.6
The results go on.
SMILES	Tat export inh	phage Ecoli inh	Mot1-301 SUMO	PKA-R1A act	Arrestin-AP2 inh	Pemphigus Ab inh	MOR-DOR inv ag	PfHsp90 set2	AddAB inh	Ecoli viability	MOR-DOR ag
COc1ccc(CCn2cc(C#N)c(=O)[nH]c2=O)cc1OC	1	4.2	9	-8	17	95	8	-25	3.5	-3.7	-1.4
CC1(C)CC(=O)C(C#N)=C(NCCCO)C1	-4	0.4	279	-10	-4	99	4	3	1.6	2.0	-0.6
Cc1ccc(SC[C@H](c2ccccc2)N2CCN(CC(C)C)CCC2=O)cc1	-1	1.7	/	3	-6	106	-11	-7	/	/	1.9
C=CCn1c(SCC(=O)NCc2ccc3c(c2)OCO3)nc2scc(-c3ccccc3)c2c1=O	2	1.6	5	-6	7	101	11	10	0.2	-1.5	-2.2
C#CCOCCOCCOCCNc1nc(N2CCN(C(=O)[C@H](CCCCN)n3cc(CN)nn3)CC2)nc(N2CCN(C(=O)[C@H](CCCCN)n3cc([C@@H](N)[C@H](C)CC)nn3)CC2)n1	13	3.8	-3	-2	-1	111	4	9	-0.2	-1.9	-0.8
Cc1cc(/C=C(\C#N)C(=O)NCc2ccco2)c(C)n1-c1ccc(C(=O)O)cc1	-5	4.1	7	7	-10	105	8	12	3.2	-1.4	-1.6
O=C(CN1C(=O)c2cccc3cccc1c23)Nc1ccc(S(=O)(=O)N2CCOCC2)cc1	2	3.0	-30	6	-2	103	-3	5	4.4	-0.4	0.8
COc1ccc(NC(=S)N(CCCN2CCOCC2)Cc2ccco2)cc1	13	2.0	10	-11	-13	116	16	2	-1.4	-4.2	-3.3
N#Cc1nc(-c2cccs2)oc1NCC1CCCO1 (stereo not drawn)	-1	1.8	0	3	4	105	8	-2	3.3	-0.6	-1.3
